EPAC2 antagonist = EPAC2 (human) antagonism; hit rate 0.18% among 360,000; AID 720708; EPAC2 GEF exchange of Rap1B-BODIPY-GDP, fluorescence; Potency, µM (titrated, usually from 114 µM), inactives show at the top dose activity, negative = inhibition, usual class: inhibitors; Q8WZA2; further: on the % scale 0 is the no-effect control and ±100 the full control effect; nearly all actives have a fitted effect of over 45% in size; many of its hits are not listed in these tables
EPAC2 agonist = EPAC2 (human) agonism; Potency, µM (highest dose often 154 µM), for the others: at the highest dose activation, most hits filed as activators; EPAC2 activation, biochemical qHTS; response scale: 100% = 6.5 mM cAMP response; hit rate 0.079% among 360,000; AID 720711; Q8WZA2; further: nearly all actives have a fitted effect of over 50% in size
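EPAC2 (100 nM) mixed with Rap1B loaded with BODIPY-GDP (250 nM) plus 50 uM unlabeled GDP; compounds pinned in, 5 min RT, then read every 5 min for 30 min (ex 480, em 540 nm). Normalized to cAMP control.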
EPAC1 agonist = EPAC1 (human) agonism | EPAC1 agonist qHTS, biochemical assay; response scale: 100% = response to 6.5 mM cAMP | Potency, µM (titrated, usually from 154 µM), for the others: at the highest dose activation, actives largely listed as activators | hit rate 0.073% among 360,000 | AID 720707; further: nearly all actives have a fitted effect of over 60% in size
Target sequence (O95398 whole entry, looked up): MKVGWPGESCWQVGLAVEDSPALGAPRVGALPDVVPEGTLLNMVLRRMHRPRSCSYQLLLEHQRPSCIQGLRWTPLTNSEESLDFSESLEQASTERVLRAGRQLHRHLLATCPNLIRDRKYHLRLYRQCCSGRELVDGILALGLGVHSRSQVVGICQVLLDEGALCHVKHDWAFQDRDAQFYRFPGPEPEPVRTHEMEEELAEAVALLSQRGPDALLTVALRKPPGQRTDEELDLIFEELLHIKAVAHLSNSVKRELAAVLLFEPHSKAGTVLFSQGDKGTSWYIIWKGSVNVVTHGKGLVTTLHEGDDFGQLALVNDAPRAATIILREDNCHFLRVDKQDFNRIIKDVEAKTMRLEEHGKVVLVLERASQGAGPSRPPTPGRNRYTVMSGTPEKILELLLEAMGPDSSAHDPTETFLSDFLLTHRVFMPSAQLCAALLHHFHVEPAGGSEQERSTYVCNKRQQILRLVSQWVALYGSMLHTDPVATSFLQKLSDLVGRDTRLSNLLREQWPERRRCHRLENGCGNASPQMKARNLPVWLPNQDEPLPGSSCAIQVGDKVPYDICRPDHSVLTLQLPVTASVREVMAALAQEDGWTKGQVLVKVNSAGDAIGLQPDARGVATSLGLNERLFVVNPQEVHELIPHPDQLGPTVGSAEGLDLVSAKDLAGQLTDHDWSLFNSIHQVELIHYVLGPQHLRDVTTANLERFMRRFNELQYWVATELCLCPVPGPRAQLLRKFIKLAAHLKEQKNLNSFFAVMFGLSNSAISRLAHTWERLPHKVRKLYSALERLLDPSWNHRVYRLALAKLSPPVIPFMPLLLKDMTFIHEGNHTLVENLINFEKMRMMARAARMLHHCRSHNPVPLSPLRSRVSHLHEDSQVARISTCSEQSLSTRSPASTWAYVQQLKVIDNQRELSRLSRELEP
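Nucleotide exchange assay: 100 nM EPAC1 with 250 nM Rap1B loaded with BODIPY-GDP and 50 uM GDP, room temperature. Fluorescence (480/540 nm) read every 5 min for 30 min; signal change normalized to 6.5 mM cAMP as full agonist.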
aSyn yeast inh = rescues yeast growth from alpha-synuclein toxicity | Yeast expressing alpha-synuclein, growth rescue, BacTiter-Glo, 24 h | Potency, µM (doses to about 46.1 µM), without a hit: top-dose growth rescue (activation), hits mostly activators | hit rate 0.14% among 370,000 | AID 652106; further: % of control where 0% means no effect; nearly all actives have a fitted effect of over 65% in size
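Readout is rescue of growth in alpha-synuclein-expressing yeast, so inhibitors of toxicity appear as activators. Growth after 24 hr at 30 deg C in galactose medium is quantified by luminescence.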
PTHR1 agonist = activates the human parathyroid hormone receptor PTHR1. HEK293 GP2 PTHR1 cells, GloSensor cAMP luminescence, 1 h. Potency, µM (highest dose often 115 µM), for inactives: top-dose activation, usual class: activators. hit rate 0.075% among 410,000; further: nearly all actives have a fitted effect of over 55% in size; some results filed as inactive show a strong effect at the top dose; inactives centre near -15; many of its hits are not listed in these tables
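HEK-293-derived GP2 cells expressing PTHR1 and a GloSensor cAMP reporter, 3,000/well, plated overnight, given luciferin plus IBMX (each 0.5 mM as added) for 1 h at 37 °C, then compound for 1 h at 37 °C. Luminescence was read after 15 min at room temperature.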
EPAC1 antagonist = antagonists of human EPAC1 | Potency, µM (series often up to 115 µM), for inactives: at the highest dose activity change, negative = inhibition, usual class: inhibitors | EPAC1 GEF assay, Rap1b-BODIPY-GDP exchange fluorescence | hit rate 0.14% among 360,000;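 further: plate controls were vehicle for no effect and positive control for full effect; nearly all actives have a fitted effect of over 50% in size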
FUS suppressor = suppressors of FUS proteinopathy in yeast. hit rate 0.24% among 390,000. S. cerevisiae FUS-expressing, growth rescue, OD600, 24 h. Potency, µM (series often up to 76.6 µM), for inactives: top-dose growth rescue (activation), most hits filed as activators;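 further: plate controls were DMSO vehicle for no effect and reference control for full effect; nearly all actives have a fitted effect of over 55% in size; some results filed as inactive show a strong effect at the top dose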
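Yeast FUS proteinopathy model; galactose-induced FUS (2%), starting OD 0.005. Cpds in dilution series, 24hr, 30C, 99% humidity. Abs 600 nm growth. Pos ctrl CP55940 (top 92uM final); neg ctrl DMSO.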
TDP43 rescue = inhibitors of TDP-43 toxicity in yeast. TDP-43 expressing yeast growth rescue, BacTiter-Glo, 24 h. Potency, µM (titrated, usually from 46.1 µM), without a hit: at the highest dose growth rescue (activation), hits mostly activators. hit rate 1.8% among 410,000. AID 652104; further: % of control where 0% means no effect; nearly all actives have a fitted effect of over 50% in size
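Luminescence from BacTiter-Glo reports growth of TDP-43-expressing yeast after 24 hr at 30 deg C with compound. Cells were raffinose-pregrown to mid-log, then seeded in galactose medium at OD600=0.02.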
Active calls of the source: *; i = inactive; ? = inconclusive; · = no result given; [ ] = dose if it differs, or a comment. The call rests on the fitted dose curve; in most records, active means well fitted curve in the direction sought with a large enough effect; inconclusive means small, poorly fitted or top-dose-only effect, or another doubt; inactive means no such curve, though single readings can be large; an effect the other way counts as inactive or inconclusive. Potency means the concentration at half of the fitted maximal effect. The list is partial, so the mix of outcomes need not match the whole.

[1] Cc1ccc(NC2=NC(c3ccc(O)cc3)n3c(nc(C)cc3=O)N2)cc1 (configuration not stated)
[2] Cc1ccc(CNC(=O)Nc2ccc(F)cc2)n1C
[3] COc1ccc(CNC(=O)C2(CC3CC(c4ccccc4)=NO3)CCN(C(=O)C3CCCC3)CC2)cc1 (configuration not stated)
[4] COc1ccc(NC(=O)CN(C)C(=O)c2ccc(COc3ccccc3)cc2)cc1
[5] Cc1ccc(Cl)c(OCC(=O)OC(C)C(=O)NC2CC2)c1 (configuration not stated)
[6] CCOc1ccc(/C=C(\C(=O)O)c2ccc(S(=O)(=O)N3CCCCC3)s2)cc1OC

entry no.	1	2	3	4	5	6
EPAC2 antagonist	2%	-9%	-12%	-24%	-2%	-1%
EPAC2 agonist	4%	3%	-2%	-6%	-1%	3%
EPAC1 agonist	-5%	9%	2%	-4%	-3%	1%
aSyn yeast inh	-17%	-5%	2%	-2%	-3%	0%
PTHR1 agonist	i	i	-24%	-21%	-24%	-7%
EPAC1 antagonist	-9%	-29%	-5%	-4%	3%	-4%
FUS suppressor	22%	30%	30%	-10%	-8%	·
TDP43 rescue	1%	-14%	9%	5%	5%	16%

[7] COc1ccccc1CC(=O)NNS(=O)(=O)c1ccc([N+](=O)[O-])cc1
[8] COc1ccc2nc(N(CCN(C)C)C(=O)c3ccc(C(=O)c4ccccc4)cc3)sc2c1
[9] COc1ccc(N2CC(C(=O)N/N=C/c3cccs3)CC2=O)cc1 (configuration not stated)
[10] COc1ccc(CCNC(=O)c2ccc(Cl)c(S(=O)(=O)N3CCCCCC3)c2)cc1
[11] Cn1c(=O)n(C)c2cc(S(=O)(=O)Nc3ccccc3O)ccc21
[12] CCC(C)(C)n1nnnc1C(c1ccccc1OC)N1CCN(C(=O)c2ccco2)CC1 (configuration not stated)

entry no.	7	8	9	10	11	12
EPAC2 antagonist	-3%	-16%	0%[57.1 µM]	3%	6%	12%
EPAC2 agonist	3%	8%	12%	12%	5%	11%
EPAC1 agonist	8%	14%	9%	0%	-3%	-4%
aSyn yeast inh	-7%	10%	2%	2%	-14%	0%
PTHR1 agonist	i	-7%	i	-91%[inhibitor]	i	-11%
EPAC1 antagonist	-16%	-8%	-3%	-20%	-4%	4%
FUS suppressor	15%	17%	-12%	22%	·	17%
TDP43 rescue	-9%	-9%	?	-23%	6%	-16%

[13] S=C(CN1CCCC1=S)NCCc1ccccc1
[14] COc1cc(C(=O)N2CCN(Cc3ccccn3)CC2)cc(OC)c1OC
[15] CCOc1cccc(CNCc2ccc(C(=O)O)cc2)c1
[16] Nc1c(Cl)ncnc1NCC(O)CO (configuration not stated)
[17] N[C@@H](CO)c1cn([C@@H](Cc2cc3ccccc3[nH]2)C(=O)N2CCNCC2)nn1
[18] Cc1ccc(Nc2nc(N)nc(CSc3nnc(-c4ccncc4)o3)n2)cc1

entry no.	13	14	15	16	17	18
EPAC2 antagonist	3%	18%	5%	-1%	20%	9%
EPAC2 agonist	12%	18%	8%	8%	5%	-7%
EPAC1 agonist	1%	11%	-4%	7%	-12%	-4%
aSyn yeast inh	4%	0%	6%	0%	10%	1%
PTHR1 agonist	i	-8%	i	-16%	-16%	-4%
EPAC1 antagonist	3%	-1%	-15%	5%	-3%	1%
FUS suppressor	-10%	-33%	4%	5%	-9%	12%
TDP43 rescue	16%	-3%	-7%	3%	2%	11%

Part of the list above, with tabs:
#	Structure	EPAC2 antagonist	EPAC2 agonist	EPAC1 agonist	aSyn yeast inh	PTHR1 agonist	EPAC1 antagonist	FUS suppressor	TDP43 rescue
16	Nc1c(Cl)ncnc1NCC(O)CO (configuration not stated)	-1%	8%	7%	0%	-16%	5%	5%	3%
15	CCOc1cccc(CNCc2ccc(C(=O)O)cc2)c1	5%	8%	-4%	6%	i	-15%	4%	-7%

Single values from the results shown:
COc1cc(C(=O)N2CCN(Cc3ccccn3)CC2)cc(OC)c1OC | PTHR1 agonist = -8%
Nc1c(Cl)ncnc1NCC(O)CO (configuration not stated) | TDP43 rescue = 3%
N[C@@H](CO)c1cn([C@@H](Cc2cc3ccccc3[nH]2)C(=O)N2CCNCC2)nn1 | TDP43 rescue = 2%
S=C(CN1CCCC1=S)NCCc1ccccc1 | EPAC2 agonist = 12%
CCOc1cccc(CNCc2ccc(C(=O)O)cc2)c1 | TDP43 rescue = -7%
Cc1ccc(Nc2nc(N)nc(CSc3nnc(-c4ccncc4)o3)n2)cc1 | PTHR1 agonist = -4%

Further compounds.
[19] COc1ccc(/C=N/NC(=O)c2nc(-c3ccccc3)cc(-c3ccccc3)n2)cc1
[20] CCOC(=O)NC(NCC(O)c1ccccc1)(C(F)(F)F)C(F)(F)F (configuration not stated)
[21] COc1ccc(-n2nc(C(=O)NCC(=O)NCC3COc4ccccc4O3)c3ccccc3c2=O)c(OC)c1 (configuration not stated)
[22] O=C(NCc1ccc(F)cc1)c1cc(-c2ccco2)on1
[23] Cc1ccc(NC(=O)CN2C(=O)S/C(=C/c3ccc(-c4cccc(C(=O)O)c4)o3)C2=O)cc1
[24] Cc1cc(C(=O)Nc2cccc3ncccc23)no1

entry no.	19	20	21	22	23	24
EPAC2 antagonist	-3%	-6%	8%	12%	19%	-2%
EPAC2 agonist	16%	9%	2%	3%	5%	8%
EPAC1 agonist	1%	-8%	-10%	-10%	20%	5%
aSyn yeast inh	-3%	0%	5%	-5%	1%	4%
PTHR1 agonist	-13%[57.5 µM]	-2%[57.5 µM]	-26%	i	i	i
EPAC1 antagonist	-10%	0%	5%	20%	-17%	-10%
FUS suppressor	29%	0%	41%	25%	11%	6%
TDP43 rescue	-1%	5%	-8%	-20%	5%	1%

[25] C#CCn1c(C)cc(C)c(S(=O)(=O)c2ccccc2)c1=O
[26] O=C(Cn1cnc2ccccc2c1=O)NCC1COc2ccccc2O1 (configuration not stated)
[27] CC(C)(CNC(=O)c1cccc(S(=O)(=O)N2CCCCC2)c1)N1CCOCC1
[28] COCCCNC1=C(C#N)C(=O)NC(c2cccc([N+](=O)[O-])c2)S1 (configuration not stated)
[29] COC(=O)c1ccc(S(=O)(=O)N2CCC(C(N)=O)CC2)n1C
[30] C[C@@H]1CN([C@@H](C)CO)C(=O)Cc2cc(NC(=O)Nc3cccc4ccccc34)ccc2O[C@@H]1CN(C)S(C)(=O)=O

entry no.	25	26	27	28	29	30
EPAC2 antagonist	-1%	-2%	-9%	-4%	-3%	-14%
EPAC2 agonist	7%	0%	8%	-2%	8%	-7%
EPAC1 agonist	12%	-2%	2%	-1%	6%	0%
aSyn yeast inh	-9%	2%	0%	10%	2%	2%
PTHR1 agonist	-9%	i	-2%	-96%[inhibitor]	-6%	i
EPAC1 antagonist	-3%	4%	-7%	-12%	-19%	-6%
FUS suppressor	-1%	-12%	-10%	-10%	14%	18%
TDP43 rescue	20%	9%	14%	-9%	-10%	7%

[31] O=C(Nc1ccc(F)cc1)N1CCCCCC1
[32] COc1ccccc1OCC(=O)Nc1nc2c(s1)CCCC2
[33] CCCN1CC(=O)N2C(c3cccc(OC)c3OC)c3[nH]c4ccccc4c3C[C@H]2C1=O (some centres not stated)
[34] COc1ccccc1NC(=O)CCc1nnc2ccc(NCc3ccco3)nn12
[35] COc1ccc(-n2ccn3c(CCC(=O)N4CCN(c5cccc(C)c5C)CC4)nnc3c2=O)cc1
[36] CCc1cccc2c(C(=O)CN3C(=O)NC4(CCCCC4)C3=O)c[nH]c12

entry no.	31	32	33	34	35	36
EPAC2 antagonist	14%	-4%	46%[activator]	-9%	5%	-4%
EPAC2 agonist	7%	14%	-5%	-5%	6%	15%
EPAC1 agonist	5%	0%	-7%	-7%	8%	7%
aSyn yeast inh	3%	17%	9%	11%	-3%	3%
PTHR1 agonist	i	-44%[inhibitor]	i	-11%	i	i
EPAC1 antagonist	-5%	-1%	-5%	14%	22%	-7%
FUS suppressor	10%	11%	-8%	15%	7%	-3%
TDP43 rescue	2%	?	24%	10%	10%	19%

[37] CNC(=S)N1CCn2cccc2C1c1ccc(F)cc1 (configuration not stated)
[38] O=C(CSCc1nc2ccccc2[nH]1)N1CCN(c2ccc(F)cc2)CC1
[39] O=C(NCCc1csc(-c2cccnc2)n1)c1cccc2ccccc12
[40] CCOC(=O)c1c(C)oc2ccc(OC(=O)COc3c(F)c(F)c(F)c(F)c3F)cc12
[41] CC(=O)c1ccc(N2CCN(C(=S)Nc3cccc(Cl)c3)CC2)cc1
[42] O=C(CSc1nc2ccccc2s1)NC1CCS(=O)(=O)C1 (configuration not stated)

entry no.	37	38	39	40	41	42
EPAC2 antagonist	7%	10%	6%	1%[57.1 µM]	11%	10%
EPAC2 agonist	3%	-10%	2%	6%	5%	-1%
EPAC1 agonist	-4%	2%	1%	-1%	-11%	-6%
aSyn yeast inh	9%	-3%	-1%	1%	-4%	0%
PTHR1 agonist	-12%	-14%[57.5 µM]	-34%[inhibitor]	i	i	-2%[57.5 µM]
EPAC1 antagonist	8%	16%	22%	-13%	8%	-2%
FUS suppressor	9%	?	-8%	-33%	·	22%
TDP43 rescue	13%	-12%	22%	7%	-20%	-15%

[43] O=S(=O)(Nc1ccccc1)c1ccc(-c2csnn2)cc1
[44] CCOc1ccc(CNc2ccc(CNc3ncn[nH]3)cc2)cc1
[45] CC(C)CCN(Cc1ccco1)C(=O)c1cc2c(s1)-c1ccccc1OC2
[46] CCCC(C)NC(=O)Cc1ccccc1 (configuration not stated)

entry no.	43	44	45	46
EPAC2 antagonist	-13%	4%	·	-3%
EPAC2 agonist	-2%	7%	·	10%
EPAC1 agonist	0%	-4%	·	1%
aSyn yeast inh	3%	-2%	20%	-1%
PTHR1 agonist	-10%	-42%[inhibitor]	-6%	i
EPAC1 antagonist	0%	-6%	·	-21%
FUS suppressor	12%	-20%	18%	-23%
TDP43 rescue	-5%	21%	11%	6%

Compound activity as filed in PubChem.
